Screening results as filed in PubChem BioAssay.
Siah-1 displacement: Siah-1 peptide-binding antagonists, primary screen, biochemical, fluorescence polarization, rhodamine-plectin, uHTS (AID 1817); E3 ubiquitin-protein ligase SIAH1 (Homo sapiens); Siah-1 / rhodamine-plectin peptide fluorescence polarization; higher % means a stronger effect; displacement, % at 20 µM; hits with a dose series show IC50 in µM; 290,000 compounds, 0.02% hits;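 active means displacement of at least 50% at 20 µM, with a fluorescence ratio check between 0.3 and a set limit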;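 further: plate controls were Siah plus tracer with DMSO for no effect and tracer alone without Siah for full effect; strong numbers were not always called active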
HIV peptide binding: inhibitors of HIV fusion peptide binding, primary screen, biochemical, uHTS, fluorescence dequenching (AID 1986); inhibition, % at 20 µM; hits with a dose series show IC50 in µM; cell-free peptide binding, fluorescence dequenching, 30 min; higher % means a stronger effect; 290,000 compounds, 0.3% hits; in the data active means inhibition mostly above about 52%, no sharp cut-off; inactive means mostly below about 76%; further: some results filed as inactive read as strong as hits
AID2073: inhibitors of Mint1-CaV2.2 protein interaction, biochemical, HTRF (AID 2073) | inhibition, % at 20 µM; hits with a dose series show IC50 in µM | Voltage-dependent N-type calcium channel subunit alpha-1B (Homo sapiens) | HTRF protein-protein interaction, Mint1-CaV2.2; higher % means a stronger effect | 290,000 compounds, 0.19% hits; in the data active means inhibition mostly above about 51%, no sharp cut-off; inconclusive means no clear call, values can overlap the other calls; inactive means mostly below about 53%; further: some results filed as inactive read as strong as hits
Hep lipid drop: inhibitors of hepatocyte lipid droplet formation, primary screen, imaging, high-throughput imaging, BODIPY stain; AML12 mouse hepatocytes, oleate lipid droplets; inhibition, % at 6.5 µM; 240,000 compounds, 0.4% hits; AID 1656, 2009;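 active means lipid droplet intensity inhibited by at least 50%, with more than 500 cells counted; inconclusive means wells with under 300 cells, treated as cytotoxic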
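Assay system: AML12 hepatocytes (mouse) / Also added: 100 µM oleic acid challenge / Times: overnight treatment with compound plus oleate / Detection: high-content imaging of BODIPY-stained droplets and DAPI nuclei / Evaluation: % inhibition of lipid droplet signal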
Myeloid diff 2: induction of myeloid progenitor differentiation, primary screen, cell-based, flow cytometry, MLPCN library; ER-HoxA9 myeloid progenitors, lysozyme-GFP differentiation; calls only at 10 µM; 360,000 compounds, 1% hits;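 active means normalized GFP-positive differentiation at or above the plate's own cutoff, the solvent-only control mean plus 3 SD; inconclusive means no clear call, values can overlap the other calls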;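 further: cells exposed to compound for four days before flow analysis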
LYP inhibition: inhibitors of LYP phosphatase, biochemical, fluorescence intensity, uHTS (AID 1779); recombinant LYP phosphatase, fluorescence intensity; higher % means a stronger effect; 290,000 compounds, 0.054% hits; inhibition, % at 11.5 µM; hits with a dose series show IC50 in µM; Tyrosine-protein phosphatase non-receptor type 22 (Homo sapiens);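 further: plate controls were vehicle with enzyme for no effect and no enzyme for full effect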
Dengue-2 NS5 capping: Dengue-2 NS5 methyltransferase inhibitors, primary screen, biochemical, confirmation dose response (AID 588689). inhibition, % at 25 µM; hits with a dose series show IC50 in µM. Dengue-2 NS5 methyltransferase capping enzyme assay, biochemical; higher % means a stronger effect. 340,000 compounds, 0.3% hits; in the data active means a potency from the dose series; inconclusive means inhibition above about 29% without an active follow-up result
NOD2 inhibition: NOD2 signaling inhibitors, cell-based, luminescence, uHTS, HEK293 (AID 1566); HEK293 NOD2/NF-kB luciferase reporter, luminescence; higher % means a stronger effect; inhibition, % at 4 µM, or EC50 in µM where a hit was titrated; 290,000 compounds, 0.63% hits; further: many of its hits are not listed in these tables
XIAP antagonists: XIAP antagonists, biochemical, IAP family, fluorescence polarization (AID 1018) | E3 ubiquitin-protein ligase XIAP (Homo sapiens) | XIAP BIR domain, fluorescence polarization peptide displacement; higher % means a stronger effect | displacement, % at 20 µM; hits with a dose series show IC50 in µM | 200,000 compounds, 0.007% hits; in the data active means displacement above about 50%; further: a part of the inactive calls stands beside numbers as strong as those of hits
Hep lipid drop cells 6.5 µM: recorded beside Hep lipid drop, whose call it bears; cell count; measured here: cell count, cytotoxicity flag;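 cells counted across two imaged fields per well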
Dengue-2 NS5 capping pilot replicate: recorded beside Dengue-2 NS5 capping, whose call it bears; inhibition, %; measured here: pilot screen replicate inhibition
Myeloid diff 2 GFP+ MAC1+ %: recorded beside Myeloid diff 2, whose call it bears; GFP+ MAC1+ double positive, %; measured here: differentiation confirmed by MAC1 staining
An asterisk follows results filed as active; i = inactive; ? = inconclusive; · = no result given. Unless noted, no stated cut-off is given here; in the data, active means inhibition above about 50%; inactive means the rest. Some of the compounds tested; rates above refer to the full screens.

SMILES	Siah-1 displacement	HIV peptide binding	AID2073	Hep lipid drop	Hep lipid drop cells 6.5 µM	Myeloid diff 2	Myeloid diff 2 GFP+ MAC1+ %	LYP inhibition	Dengue-2 NS5 capping	NOD2 inhibition	XIAP antagonists	others
O=C(c1cccc(C(F)(F)F)c1)C1CCCN(C(=O)CN2CCCC2=O)C1 (centres undefined)	-2%	-1.8%	3%	12	690	i	0.8	-2%	-12%	-6%	-6.8%
C[C@H](NC(=O)C1CC(=O)N(c2ccc(F)cc2)C1)C(=O)N1CCCCC1 (some centres undefined)	2%	-0.4%	13%	-1	766	i	2.5	-9%	-5%	-13%	·
Cc1cc(C)c(C(=O)c2ccc(C(=O)NC(C)(C)C)cc2)c(C)c1	-1%	0.6%	9%	17	841	i	8.3	2%	0%	3%	-3.9%
CC(C)(C)NC(=O)CSc1nc2ccccc2n1-c1ccccc1	-1%	-3.9%	-57%	-3	782	i	1.5	4%	4%	14%	-21%
Cc1ccc(-n2c(-c3ccc(Cl)cc3)c[n+]3c2CCC3)cc1	0%	-1.5%	5%	-67	648	i	0.0	-8%	-4%	24%	·
Cn1nnnc1SCC(=O)NCCCc1ccccc1	4%	0.9%	-5%	·	·	i	1.9	-7%	-1%	-9%	-3.7%
CN(C)CCNc1nc2c(c(=O)[nH]c(=O)n2C)n1CCCc1ccccc1	2%	1.2%	0%	·	·	i	2.2	-4%	1%	11%	0.1%
CN1CCN(C(c2ccc(Cl)cc2)c2cc(Cl)c3cccnc3c2O)CC1 (centres undefined)	-2%	4.5%	-51%	0	737	i	0.0	-3%	21%	3%	·
CCC(=O)c1ccc(N2CCN(C(=O)c3cc([N+](=O)[O-])ccc3N3CCN(C)CC3)CC2)c(F)c1	1%	-4.7%	-3%	·	·	i	1.5	2%	-1%	9%	-4.1%
Cc1ccc(C2CC(C(F)(F)F)n3nc(C(=O)NCc4c(C)nn(C)c4C)c(Cl)c3N2)cc1 (centres undefined)	1%	2.8%	-13%	·	·	i	0.9	-1%	3%	48%	-3.6%
CCOc1ccc(-n2cnc3scc(-c4ccc(OC)c(OC)c4)c3c2=O)cc1	13%	0.2%	5%	-5	730	i	0.9	-6%	-4%	16%	-4.8%
Cc1cc(C)cc(N(C(C)C(=O)N2CCCCC2)S(C)(=O)=O)c1 (centres undefined)	0%	2.3%	1%	·	·	i	0.3	-2%	-6%	-21%	-3.9%
O=C(CN1C(=O)C2CC=CCC2C1=O)Nc1ccc(-c2nnc3n2CCCCC3)cc1 (centres undefined)	1%	1.4%	0%	·	·	i	1.4	-10%	-6%	13%	-5.6%
COc1cc(C(=O)NCCCNc2ccc([N+](=O)[O-])cc2)cc(OC)c1OC	-3%	-0.4%	1%	-1	631	i	0.4	3%	-8%	1%	-2.1%
CC(=O)C1=C(O)C(=O)N(Cc2cccnc2)C1c1ccc(Cl)cc1 (centres undefined)	2%	1.1%	-2%	19	781	i	1.7	1%	-1%	-6%	-2.3%
CCn1c(Cc2ccccc2)nnc1SCC(=O)c1cccc([N+](=O)[O-])c1	7%	-2.0%	-10%	·	·	i	1.4	-7%	-7%	6%	-3.0%
O=C(N/N=C/c1ccccc1[N+](=O)[O-])c1ccc2nc[nH]c2c1	0%	-0.9%	-11%	-9	705	i	0.5	1%	-4%	20%	·
NS(=O)(=O)c1ccc(NC(=O)CSc2ncnc3ccccc23)cc1	-2%	-0.8%	8%	1	474	i	0.1	-9%	-1%	15%	-1.8%
CCCc1nn(-c2cc(Cl)ccc2OC)c2c1C(=O)CCC2	0%	-4.2%	-1%	·	·	i	1.5	-8%	1%	14%	-4.1%
CCOc1ccccc1CN1CCC(Oc2cccc(C(=O)NCCOC)c2)CC1	8%	-0.8%	-2%	-6	792	i	0.6	-10%	6%	12%	·	Dengue-2 NS5 capping pilot replicate=4.2
COc1cccc(Cn2nnc(C(=O)NCCc3ccc(Cl)cc3)c2N)c1	0%	-0.1%	0%	·	·	i	1.6	-1%	-1%	-15%	-1.1%
COc1ccc(CN2CCCN(C)CC2)c(OC)c1C	-3%	-1.0%	11%	9	792	i	0.4	-6%	4%	3%	·
COc1ccc(CNC(=O)CN2CCN(c3ccccc3)CC2)cc1	-2%	1.9%	9%	-5	771	i	0.6	-7%	-6%	-21%	·
COc1ccccc1CNC(=O)[C@@H]1CCCN1S(=O)(=O)c1ccc(Cl)cc1	3%	-1.8%	10%	-20	833	i	1.0	-7%	4%	-8%	·
CC1CCCCC1NC(=O)CN1C(=O)COc2ccccc21 (centres undefined)	-3%	0.4%	7%	·	·	i	0.9	-3%	5%	-8%	·

Among those listed so far, 7 have a Cl atom.
SMILES	Siah-1 displacement	HIV peptide binding	AID2073	Hep lipid drop	Hep lipid drop cells 6.5 µM	Myeloid diff 2	Myeloid diff 2 GFP+ MAC1+ %	LYP inhibition	Dengue-2 NS5 capping	NOD2 inhibition	XIAP antagonists	others
Cc1ccc(-n2c(-c3ccc(Cl)cc3)c[n+]3c2CCC3)cc1	0%	-1.5%	5%	-67	648	i	0.0	-8%	-4%	24%	·
CN1CCN(C(c2ccc(Cl)cc2)c2cc(Cl)c3cccnc3c2O)CC1 (centres undefined)	-2%	4.5%	-51%	0	737	i	0.0	-3%	21%	3%	·
Cc1ccc(C2CC(C(F)(F)F)n3nc(C(=O)NCc4c(C)nn(C)c4C)c(Cl)c3N2)cc1 (centres undefined)	1%	2.8%	-13%	·	·	i	0.9	-1%	3%	48%	-3.6%
CC(=O)C1=C(O)C(=O)N(Cc2cccnc2)C1c1ccc(Cl)cc1 (centres undefined)	2%	1.1%	-2%	19	781	i	1.7	1%	-1%	-6%	-2.3%
CCCc1nn(-c2cc(Cl)ccc2OC)c2c1C(=O)CCC2	0%	-4.2%	-1%	·	·	i	1.5	-8%	1%	14%	-4.1%
COc1cccc(Cn2nnc(C(=O)NCCc3ccc(Cl)cc3)c2N)c1	0%	-0.1%	0%	·	·	i	1.6	-1%	-1%	-15%	-1.1%
COc1ccccc1CNC(=O)[C@@H]1CCCN1S(=O)(=O)c1ccc(Cl)cc1	3%	-1.8%	10%	-20	833	i	1.0	-7%	4%	-8%	·

Later entries
SMILES	Siah-1 displacement	HIV peptide binding	AID2073	Hep lipid drop	Hep lipid drop cells 6.5 µM	Myeloid diff 2	Myeloid diff 2 GFP+ MAC1+ %	LYP inhibition	Dengue-2 NS5 capping	NOD2 inhibition	XIAP antagonists	others
Cc1cccc(Nc2nc(C)cc(C)n2)c1	-2%	1.1%	15%	12	867	i	0.6	-13%	-2%	17%	·
CCSc1nnc(NC(=O)c2csc3c2CCC(C)C3)s1 (centres undefined)	13%	1.1%	2%	3	707	i	4.7	2%	-8%	16%	2.3%
C/C(=N\NC(=O)c1cc(-c2ccc(Br)s2)[nH]n1)c1ccncc1	2%	1.3%	10%	-11	766	?	·	-6%	-4%	2%	·
COc1ccc(CN(C)C(=O)CCCNC(=O)c2ccc(Cl)cc2)cc1	-1%	0.3%	-1%	22	779	i	0.7	-9%	0%	-3%	·
O=C1CCC[C@@H]2Cc3[nH]c4c(Cl)ccc(Cl)c4c3[C@@H]3CCN1[C@H]23	12%	-0.2%	-4%	-25	774	i	1.5	-12%	6%	5%	·
COc1ccc(-c2ccc(SCC(=O)Nc3nccs3)nn2)cc1OC	5%	-0.4%	1%	-35	671	i	1.5	0%	-1%	-14%	-12%
O=C(NCC1CCCO1)c1cc2c(=O)[nH]c3ccccc3c2s1 (centres undefined)	3%	1.6%	9%	0	694	i	0.7	-9%	-18%	3%	-5.3%
CCCCN(C)S(=O)(=O)c1c(C)[nH]c(=O)[nH]c1=O	3%	19%	2%	8	740	i	2.2	-8%	-1%	-1%	-2.8%
O=C(Nc1nnc(C2CC2)s1)c1ccc(S(=O)(=O)c2ccccc2)cc1	2%	-3.3%	1%	·	·	i	12	-7%	8%	18%	-1.8%
Cc1noc(C)c1COC(=O)CNC(=O)c1cccc(F)c1	-1%	-0.2%	1%	-2	681	i	0.7	-4%	-9%	-13%	-7.8%
COCCN(Cc1cc2ccc(C)cc2[nH]c1=O)S(=O)(=O)c1ccccc1	4%	2.7%	1%	-5	831	i	0.5	-4%	-11%	5%	·
COc1ccc(CNC(C)(C)C)cc1Cl	2%	-2.4%	-2%	·	·	i	0.6	-6%	-2%	5%	-0.5%
C=CCn1c(SCCOc2ccccc2)nnc1C(C)NC(=O)c1ccccc1 (centres undefined)	0%	5.5%	5%	·	·	i	1.0	-7%	-3%	5%	0.0%
COc1ccc(CNC(=O)Nc2cc(C)cc(C)c2)cc1	-7%	-2.7%	2%	-11	691	i	0.3	-8%	1%	-40%	·
COc1ccc(OC)c(S(=O)(=O)NCCC2=CCCCC2)c1	-3%	0.0%	-4%	-12	624	i	6.8	-3%	-2%	-1%	-4.7%
O=C(O)c1cn2c3c(ccc(Cl)c3c1=O)OCC2	2%	-0.1%	14%	39	814	i	0.9	-4%	-5%	-14%	·
COc1cccc(NC(=O)N2CCCC2C(=O)NCC(C)C)c1 (centres undefined)	-1%	-0.3%	4%	·	·	i	0.3	-5%	-10%	-15%	-1.2%
Cc1ccc(C(=O)COC(=O)CNS(=O)(=O)c2ccccc2)cc1[N+](=O)[O-]	0%	-0.8%	-8%	·	·	i	0.9	-6%	6%	-3%	-2.9%
COc1ccc(Br)cc1/C=C\C(=O)NCc1cccnc1	-1%	0.5%	7%	-1	729	i	0.6	4%	-8%	11%	-7.7%
CCOC(=O)N1CCN(S(=O)(=O)c2cccc3nonc23)CC1	1%	-0.8%	-1%	4	756	i	0.5	-3%	-2%	13%	3.4%
CCCCC(=O)NC(NC(=O)CCCC)c1ccc(OCC(C)C)c(OC)c1	-10%	-1.4%	4%	18	717	i	0.6	-13%	-1%	7%	-1.8%
CN(C)S(=O)(=O)c1ccc(C(=O)NCCc2ccco2)cc1	3%	-1.0%	11%	-6	729	i	1.2	-2%	6%	-23%	·
COc1ccc(CCNC(=O)C2CCN(C(=O)c3ccc(F)cc3)CC2)cc1	0%	0.2%	5%	7	840	i	0.8	-10%	-9%	8%	·
COCCN(CCOC)Cc1c(O)ccc2c1O/C(=C\c1ccco1)C2=O	0%	50%*	47%	·	·	i	0.6	-4%	?	-6%	·
Cn1nnnc1SCC(=O)N1CCN(C(c2ccccc2)c2ccccc2)CC1	2%	-0.3%	4%	-3	749	i	0.7	1%	-9%	8%	-3.9%
